Source: PubChem (several laboratories)
SKKanGAS inh – SKKanGAS growth inhibition; S. pyogenes SKKanGAS, kanamycin growth, BacTiter-Glo, 6 h; inhibition, % at 7.5 µM; 300,000 tested, 1.3% active;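 active = mean replicate score, as percent of positive control median, at least 50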;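 also: strain carries kanamycin resistance gene driven by streptokinase promoter and grows in 40 µg/ml kanamycin; loss of luminescence reflects streptokinase promoter inhibition or plain growth inhibition; 0% = median of DMSO wells and 100% = positive control at its reference dose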
IEC-6 tox – kills IEC-6 intestinal cells in KLF5 counter-screen; inhibition, % at 5 µM; AID 1825; IEC-6 cytotoxicity, luminescence viability; 290,000 tested, 0.78% active; in the data active = inhibition above about 22%;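 also: 0% = plate median of test compound wells and 100% = cytotoxic reference compound wells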
HIF act – HIF pathway transcriptional activation; AID 1910; 300,000 tested, 0.32% active; activation, % at 7.5 µM (by protocol); U2OS HRE-luciferase reporter, luminescence; normalized: DMSO 0%, desferrioxamine 100%;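 active = mean activation of at least 10% of the iron chelator positive control signal, with at least half of replicates also reaching 10%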
TRPC4 agonist – opens the mouse TRPC4 cation channel; Q9QUQ5; HEK293 TRPC4beta/mu-opioid, Fluo4 calcium fluorescence; active compounds read high; B-score at 10 µM; 310,000 tested, 0.49% active; AID 2237;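 active = B-score above 5 SD of library B-scores, and initial fluorescence ratio not above library mean plus 5 SD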;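 also: positive B-score marks a calcium rise read as TRPC4 activation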
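Test system: HEK293 cells stably co-expressing mouse TRPC4beta and mu-opioid receptor | Schedule: Fluo4 dye loading 45 min at room temperature, 110 s recording | Measured by: Kinetic Fluo4 calcium fluorescence, 5 s baseline at 1 Hz | Evaluation: B score of integrated ratio | Controls: Buffer (low) and maximal DAMGO (high)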
aSyn UTR inh – MLPCN primary screen, SNCA 5' untranslated region; alpha-synuclein 5'UTR reporter, inhibitor activity; 300,000 tested, 0.82% active; inhibition, % (tested at 7.5 µM); in the data active = inhibition above about 60%;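 also: H4 neuroglioblastoma cells stably carrying SNCA 5'UTR luciferase fusion; 0% = DMSO wells and 100% = positive control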
TRPC6 activator – mouse TRPC6 channel activation; HEK293-TRPC6 membrane potential dye fluorescence; active compounds read high; B-score at 10 µM; Q61143; 310,000 tested, 0.13% active;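 active = B-score of the integrated fluorescence ratio above library mean plus 3 SD, and starting fluorescence ratio within library mean plus 5 SD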;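 also: higher score means more depolarization so channel activation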
TRPC6 inhibitor – mouse TRPC6 channel inhibition | Q61143 | HEK293-TRPC6, membrane potential dye, ACh-evoked depolarization; active compounds read low | B-score at 10 µM | 310,000 tested, 1.1% active | AID 2553;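 active = B-score under library mean minus 3 SD, initial fluorescence not abnormally high, positive integrated signal ratio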;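 also: B-score derived from integrated fluorescence ratio over the kinetic read; more negative B-score means stronger inhibition of depolarization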
MrgX1 antagonist – antagonists of human MrgX1 receptor. AID 588676. B-score at 10 µM. 310,000 tested, 1.3% active. MRGX1-HEK293 calcium flux, Fluo-4, BAM8-22 antagonism; active compounds read low;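 active = calcium-response B-score plate-corrected more than 3 library SD below zero, starting fluorescence within 5 deviations, no agonist response on first addition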;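 also: peak minus trough fluorescence over baseline after final BAM8-22 challenge near maximal dose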
Target sequence (Q96LB2 whole entry, looked up): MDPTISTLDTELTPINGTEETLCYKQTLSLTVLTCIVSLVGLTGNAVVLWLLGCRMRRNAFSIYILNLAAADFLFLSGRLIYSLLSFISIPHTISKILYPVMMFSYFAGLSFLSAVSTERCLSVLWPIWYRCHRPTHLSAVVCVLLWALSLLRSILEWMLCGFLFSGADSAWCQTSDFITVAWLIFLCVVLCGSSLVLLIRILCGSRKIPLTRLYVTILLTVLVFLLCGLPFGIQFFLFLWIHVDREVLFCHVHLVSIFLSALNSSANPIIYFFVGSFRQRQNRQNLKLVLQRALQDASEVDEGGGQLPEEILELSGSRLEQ
TRPC4 block – inhibitors of mouse TRPC4 channel; HEK293 TRPC4beta/mu-opioid, DAMGO-evoked Fluo4 calcium flux; active compounds read low; B-score at 10 µM; 300,000 tested, 0.39% active; AID 2247;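 active = B-score over 3 SD under the library average, no early fluorescence shift, positive overall ratio signal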
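Assay system – HEK293 line stably carrying TRPC4beta and mu-opioid receptor · Doses – single dose · Detection – Fluo4 calcium-dye fluorescence, kinetic read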
TRPC4 PAM – TRPC4 (mouse) allosteric potentiation; HEK293 TRPC4beta/mu-opioid, DAMGO EC20, Fluo-4 Ca2+ flux; active compounds read high; B-score at 10 µM; 310,000 tested, 0.42% active; AID 2227;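 active = B-score of calcium response area above 5 SD of library B-scores, with initial fluorescence ratio within 5 SD of library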;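 also: B-score of integrated fluorescence ratio over time as area under calcium response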
KLF5 inhibitor – suppresses KLF5 promoter-driven expression; DLD-1 KLF5 promoter-luciferase reporter, luminescence; inhibition, % at 5 µM; AID 1700; 290,000 tested, 0.23% active;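 active = inhibition above a per-plate limit of that plate's mean compound inhibition plus 3 SD, cut at about 60% in these data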;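 also: 0% = DMSO wells and 100% = LY294002 at 200 µM; higher means less KLF5 promoter-driven luciferase light; inactives centre near -14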
* hit, by the source's call; i = inactive; · = no result given.

no.	canonical_smiles	SKKanGAS inh	IEC-6 tox	HIF act	TRPC4 agonist	aSyn UTR inh	TRPC6 activator	TRPC6 inhibitor	MrgX1 antagonist	TRPC4 block	TRPC4 PAM	KLF5 inhibitor
1	CCCC(=O)Nc1nnc(SCC(=O)N2C(C)CCCC2C)s1 (stereo unspecified)	-2	-2	-0.8	i	14	i	i	i	i	i	-15
2	O=C(CSc1nc(-c2ccco2)cc(C(F)(F)F)n1)NCCCn1ccnc1	1	-1	-0.3	i	5	i	i	i	i	i	-19
3	NC1=NC[C@@H](Cc2ccc(O)cc2)N1CCc1cccc2ccccc12	1	·	0.1	i	-2	i	i	i	i	i	·
4	CCCCCOc1ccc(/C=C/C(=O)NCCc2nc3ccccc3[nH]2)cc1OC	-1	9	-0.4	i	14	i	i	i	i	i	-2
5	NC(=O)C1CCN(C(=O)/C=C/c2cccc(Br)c2)CC1	0	-4	-0.6	i	20	i	i	i	i	i	-23
6	CCN(CC)CCCNC(=O)c1cc(Nc2ccc(OC)cc2OC)nc2ccccc12	-2	2	0.4	i	3	i	i	i	i	i	-39
7	COc1ccc(-c2noc(CSc3nnc(-c4ccccc4)n3C)n2)cc1	-2	-3	0.9	i	-54	i	i	i	i	i	-33
8	COc1ccc(NC(=O)c2cccn(CC=C(C)C)c2=O)cc1	-6	3	1.9	i	-79	i	i	i	i	i	-59
9	CCc1ccc(CCC(=O)Nc2nccs2)o1	3	4	0.7	i	8	i	i	i	i	i	-7
10	COCCCN(C(=O)Nc1cccc(Cl)c1)C(C)c1ccccn1 (stereo unspecified)	-7	4	-0.2	i	-6	i	i	i	i	i	-37
11	O=C(Sc1ccccc1)c1cccc(Cn2cc(C(F)(F)F)ccc2=O)c1	12	-4	-0.3	i	-13	i	i	i	i	i	-19
12	COc1ccccc1NC(=O)CSc1nnc(COc2ccccc2C)o1	-3	3	0.0	i	-15	i	i	i	i	i	-21
13	CC(C)(C)C(=O)NCCN1C(=O)S/C(=C\c2ccc([N+](=O)[O-])cc2)C1=O	-6	4	-0.1	i	-5	i	i	i	i	i	-19
14	CCCCC(=O)N1CCCC(C)C1 (stereo unspecified)	12	4	-19	i	-6	i	i	i	i	i	-13
15	CC(=O)Oc1cc(C)cc2oc(=O)cc(-c3ccccc3)c12	-3	-10	0.9	i	4	i	i	i	i	i	-36
16	COc1cccc(CNC(=O)CCC2CCCN(c3cc(C)nc(N4CCCC4)n3)C2)c1 (stereo unspecified)	2	-4	-0.5	i	18	i	-6.1*	i	i	i	-8
17	O=C(c1cc(C2CC2)on1)N1CCN(C(c2ccccc2)c2ccccc2)CC1	7	-5	-0.3	i	3	i	i	i	i	i	-37
18	Cc1cc(C(=O)CSc2nnc(Nc3ccccc3F)s2)c(C)n1CC1CCCO1 (stereo unspecified)	-14	-12	0.3	i	-2	i	i	·	i	i	-11
19	CCCCOc1ccccc1C1C(C(N)=O)=C(C)Nc2nnnn21 (stereo unspecified)	9	-3	0.4	i	-2	i	i	i	i	i	-14
20	Cc1ccc(C(=O)CC2C(=O)N(c3ccccc3)C(=S)N2c2ccccc2)cc1 (stereo unspecified)	9	9	1.1	i	16	i	i	i	i	i	-30
21	O=C(COc1ccccc1[N+](=O)[O-])Nc1ccc(NC(=O)c2cc3ccccc3o2)cc1	14	-9	0.0	i	-119	i	i	i	i	i	-2
22	CCC(C)NC(=O)Cn1c(-c2ccccc2)cc(C(C)=O)c1C (stereo unspecified)	-6	-6	0.1	i	16	i	i	i	i	i	3
23	CN(C)C(=O)COC(=O)c1cccc(CN2C(=O)c3ccccc3C2=O)c1	3	-3	-0.2	i	6	i	i	i	i	i	-76
24	O=C(COC(=O)c1cc(Cl)cc(Cl)c1)NCCN1C(=O)CSC1=O	-1	2	0.2	i	-14	i	i	i	i	i	-3
25	COc1ccc(CC(NC(C)=O)C(=O)NC2CCN(C(=O)c3ccc(Cl)cc3)CC2)cc1 (stereo unspecified)	-5	-9	-0.7	i	2	i	i	·	i	i	9
26	COc1ccccc1OCc1cc(C(=O)N(C)CCC2CCCCO2)no1 (stereo unspecified)	-3	-1	3.3	i	-96	i	i	i	i	i	-112
27	CCNC(=O)C(=O)NCC1OCCCN1S(=O)(=O)c1ccc(F)cc1C (stereo unspecified)	-10	3	-14	i	-13	i	i	i	i	i	-16
28	CCC(C)(C)NC(=O)CN(Cc1ccc(F)cc1)C(=O)CCC(=O)Nc1ccccn1	0	8	-0.6	i	-12	i	i	i	i	i	-6
29	O=C(NNC(=O)C12CC3CC(CC(C3)C1)C2)c1cnccn1	2	-2	-0.1	i	37	i	i	i	i	i	-5
30	COC1(OC)N=C(N)C2(C#N)C(c3ccc(C)cc3)C12C#N (stereo unspecified)	5	-5	-0.2	i	-12	i	i	i	i	i	-10
31	CC1CN(C(=S)Nc2cccc([N+](=O)[O-])c2)CC(C)O1 (stereo unspecified)	·	5	·	i	·	i	i	i	i	i	-9
32	O=c1cc(O)c2c(=O)n(-c3ccccc3)c3ccccc3c2o1	102*	-4	-0.5	i	-6	i	i	i	i	i	1
33	Cc1nnc2n(c1=O)C(CS(=O)(=O)c1ccccc1)CS2 (stereo unspecified)	4	2	0.0	i	4	i	i	i	i	i	-7
34	O=C(N/N=C/c1ccc(N2CCCC2)c([N+](=O)[O-])c1)c1cccnc1	7	-2	0.1	i	-8	i	i	i	i	i	-14
35	CC1CCCC(C)N1CCNC(=O)Cn1nc(-c2ccccc2)ccc1=O (stereo unspecified)	0	-2	0.4	i	13	i	i	i	i	i	-12
36	O=C(O)C1CCC(Cn2c(SCc3cc(=O)n4cc(Br)ccc4n3)nc3ccsc3c2=O)CC1 (stereo unspecified)	35	-4	0.7	i	39	i	i	i	i	i	-29
37	O=[N+]([O-])c1cc(Cl)c(O)c2ncccc12	51*	-6	-0.7	i	-7	i	i	·	i	i	-23
38	O=C(OC1CCCCC1)c1ccc(NC(=O)C2CCCCC2)cc1	27	-2	-0.7	i	6	i	i	i	i	i	-20
39	O=C(COC(=O)CCOc1ccccc1)Nc1ncc(Cl)cc1Cl	0	-1	0.8	i	14	i	i	i	i	i	-23
40	Cn1cnc2c1c(=O)n(Cc1ccc(F)cc1Cl)c(=O)n2C	1	-5	0.7	i	34	i	i	i	i	i	-18

Among those listed so far, 5 contain a nitro group on carbon:
no.	canonical_smiles	SKKanGAS inh	IEC-6 tox	HIF act	TRPC4 agonist	aSyn UTR inh	TRPC6 activator	TRPC6 inhibitor	MrgX1 antagonist	TRPC4 block	TRPC4 PAM	KLF5 inhibitor
13	CC(C)(C)C(=O)NCCN1C(=O)S/C(=C\c2ccc([N+](=O)[O-])cc2)C1=O	-6	4	-0.1	i	-5	i	i	i	i	i	-19
21	O=C(COc1ccccc1[N+](=O)[O-])Nc1ccc(NC(=O)c2cc3ccccc3o2)cc1	14	-9	0.0	i	-119	i	i	i	i	i	-2
31	CC1CN(C(=S)Nc2cccc([N+](=O)[O-])c2)CC(C)O1 (stereo unspecified)	·	5	·	i	·	i	i	i	i	i	-9
34	O=C(N/N=C/c1ccc(N2CCCC2)c([N+](=O)[O-])c1)c1cccnc1	7	-2	0.1	i	-8	i	i	i	i	i	-14
37	O=[N+]([O-])c1cc(Cl)c(O)c2ncccc12	51*	-6	-0.7	i	-7	i	i	·	i	i	-23

Following part
no.	canonical_smiles	SKKanGAS inh	IEC-6 tox	HIF act	TRPC4 agonist	aSyn UTR inh	TRPC6 activator	TRPC6 inhibitor	MrgX1 antagonist	TRPC4 block	TRPC4 PAM	KLF5 inhibitor
41	CC(C)OCCCNC(=O)c1ccc(CS(=O)(=O)c2cccc(C(F)(F)F)c2)o1	-4	0	-0.7	i	-10	i	i	i	i	i	-9
42	Cc1ccc(N2C(=O)CC(NNC(=O)Cc3ccc(F)cc3)C2=O)cc1Cl (stereo unspecified)	-9	4	0.2	i	9	i	i	i	i	i	4
43	O=C(NC(=S)NCc1ccc(F)cc1)c1ccccc1	3	5	·	i	7	i	i	i	i	i	3
44	Brc1cc2c(cc1COc1ccc(-c3nn[nH]n3)cc1)OCO2	37	0	0.2	i	-47	i	i	i	i	i	-38
45	CSCC[C@H](NC(=O)C1CCN(C(=O)[C@H](Cc2ccccc2)NS(=O)(=O)c2ccc(C)cc2)CC1)C(=O)O	0	-4	0.5	i	15	i	i	i	i	i	-26
46	O=C(COc1ccc(Br)cc1)NNC(=S)NCc1ccccc1	3	-8	0.0	i	10	i	i	i	i	i	-29
47	Cc1cccc(CSc2nc3c(c(=O)n2C)SCC3)c1	7	13	-0.6	i	-2	i	i	i	i	i	17
48	COc1ccc(/C=N/NC(=O)C(C)Sc2ccccn2)cc1[N+](=O)[O-] (stereo unspecified)	-1	4	-0.5	i	9	i	i	i	i	i	-17
49	Cc1cc(Nc2ccccc2C(=O)O)n(-c2ccc([N+](=O)[O-])cc2)n1	1	5	-0.2	i	23	i	i	i	i	i	-12
50	CN(C)c1c(-c2ccccc2)cc(-c2ccccc2)[nH]c1=O	-1	-4	0.9	i	-59	i	i	·	i	i	-30
51	COc1ccccc1-c1nc(COc2ccc(Cl)cc2Cl)no1	-14	0	2.6	i	-204	i	i	i	i	i	-164
52	COc1cccc(CN2CC(C(=O)NCCOc3ccccc3F)CCC2=O)c1 (stereo unspecified)	-1	-1	-1.0	i	-5	i	i	i	i	i	0
53	CCC(=O)NC(Nc1sc2c(c1C(=O)OC)CCC2)C(Cl)(Cl)Cl (stereo unspecified)	0	-6	-0.2	i	22	i	i	i	i	i	-13
54	CN(C(=O)OC(C)(C)C)c1ccc(-c2nc3ccccc3s2)cc1	7	·	-4.1	i	104*	i	i	i	i	i	·
55	Cc1ccc(NS(=O)(=O)c2ccc3c(c2)n(C)c(=O)n3C)c(C)c1	-1	1	-0.9	i	3	i	i	i	i	i	-5

Outcome played no part in choosing rows; 5.8% or so of the library scored in one or more.
